HIF-2a block: HIF-2a inhibition; 786-0 RCC cells HIF-2a reporter, luciferase luminescence, overnight; inhibition, % at 18.8 µM; actives 0.72% (n = 360,000); AID 624352;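 active = inhibition of the luminescence signal of 40% or more relative to plate controls, in a single-dose primary screen at 18.75 µM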
TROY NFkB inh: TROY signaling inhibition | Q293 LMP1-TROYcd NF-kB luciferase reporter, 4 h | inhibition, % at 10 µM | actives 0.98% (n = 360,000) | AID 1347056;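 active = compounds whose plate-normalised and pattern-corrected inhibition of the luciferase reporter signal at the single screening dose is 50% or more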
KKLEB cytotox: counter-screen for CF NF-kB inhibitors: cytotoxicity | activity change (cytotoxicity), % at 5 µM | KKLEB CF airway cells viability, ATPlite luminescence, overnight; hits give low values; cells stimulated with P. aeruginosa culture filtrate | actives 0.36% (n = 360,000);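 active = corrected activity change at or below -50% at 5 µM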
NR2E3 ag-1: agonists of human NR2E3 nuclear receptor | AID 602229 | actives 0.35% (n = 360,000) | CHO-S Gal4-NCOR/VP16-NR2E3 two-hybrid, luciferase | inhibition of corepressor binding, % at 3.98 µM;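 active = inhibition above the mean of all tested compounds plus 3 SD, cut at about 70% in these data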;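 also: 0% = DMSO with NR2E3 transfected cells and 100% = cells lacking NR2E3 construct; higher means lower luciferase signal from less NR2E3 corepressor binding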
Target sequence (Q9Y5X4 whole entry, looked up, the tested form may be a part): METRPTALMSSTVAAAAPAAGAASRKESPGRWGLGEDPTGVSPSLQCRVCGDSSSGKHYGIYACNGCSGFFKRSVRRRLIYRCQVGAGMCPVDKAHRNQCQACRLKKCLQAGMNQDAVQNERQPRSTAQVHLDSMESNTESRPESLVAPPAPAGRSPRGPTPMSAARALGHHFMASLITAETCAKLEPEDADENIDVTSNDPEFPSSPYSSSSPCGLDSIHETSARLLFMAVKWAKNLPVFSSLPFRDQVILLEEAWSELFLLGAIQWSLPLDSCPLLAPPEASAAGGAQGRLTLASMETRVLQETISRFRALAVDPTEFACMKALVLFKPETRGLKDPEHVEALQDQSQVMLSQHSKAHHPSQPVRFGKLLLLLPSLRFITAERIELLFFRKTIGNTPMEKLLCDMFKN
NR2E3 ag-2: agonists of human nuclear receptor NR2E3 | AID 2300 | GST-NR2E3/biotin-RetCOR TR-FRET, 1536-well | inhibition of corepressor binding, % at 4.78 µM | actives 0.12% (n = 320,000);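 active = percent inhibition above the cutoff of mean plus 3 SD of all tested compounds, set per screening campaign, cut at about 20% in these data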;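 also: 0% = DMSO wells and 100% = biotin wells as full block of FRET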
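Test system: GST-NR2E3 and biotin-RetCOR proteins | Quantity: 1.35 nM GST-tagged NR2E3 final | Medium: Tris pH 7.5 | Also added: 7 nM biotin-RetCOR | Dosing: Compound at 4.8 µM, single dose | Timing: 5 h at 4 °C | Detection: Time-resolved FRET | Read-out basis: Percent inhibition | Benchmarks: Biotin wells as high control, 0.6% DMSO wells as low control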
TRPM1 prom inh: reduces MITF-dependent TRPM1 promoter luciferase signal; SK-MEL-5 TRPM1 promoter luciferase, 24 h; AID 488899; actives 0.83% (n = 330,000); inhibition, % at 12.5 µM;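 active = mean inhibition across replicates of 60% or more, whatever share of single replicates reaches that level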; also: values of inactives mirror those of a sister screen read the other way
Shn3 3UTR inh: reduces Shn3 3'UTR luciferase signal in osteoblasts; inhibition, % at 12.5 µM; Clone20 osteoblast Shn3 3'UTR firefly luciferase, 24 h; actives 0.52% (n = 360,000); AID 588674;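 active = mean inhibition of at least 75% with every replicate also reaching 75%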;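 also: 0% = median of neutral control wells and 100% = pilot-screen positive control compound; some compounds past the cut are filed as inactive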
Peg3 promoter: Peg3 promoter activity inhibition. HeLa PEG-Prom luciferase reporter, luminescence, overnight. inhibition, % at 20 µM. AID 588405. actives 1.7% (n = 360,000);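 active = inhibition of at least 50% at 20 µM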
CF NFkB block: blocks PAF-induced NF-kB reporter in cystic fibrosis cells | KKLEB NF-kB-GFP reporter, GFP fluorescence overnight | inhibition, % at 5 µM | actives 0.86% (n = 360,000);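 active = at least 50% inhibition at 5 µM, scaled per plate between neutral and stimulator controls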;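 also: PAF is a Pseudomonas aeruginosa culture filtrate used as stimulus; plate controls were PAF-stimulated DMSO wells for no effect and unstimulated DMSO wells for full effect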
TWEAK-Fn14 inh: inhibitors of TWEAK-Fn14 interaction signaling. TWEAK-stimulated Fn14 reporter cells, luciferase luminescence, 8 h. inhibition, % at 10 µM. actives 2% (n = 360,000). AID 1159606; in the data active = inhibition above about 50%
C8 TRAIL sens: caspase-8 TRAIL sensitization; inhibition (viability loss, TRAIL sensitization), % at 10 µM; NB7+C8 cells + TRAIL, ATPlite viability luminescence; actives 1% (n = 360,000); AID 624354;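 active = compounds causing at least 50% loss of cell viability in the single-dose screen, relative to plate controls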
Numbers without * were called inactive; nt = not tested or not shown.

Below each compound: HIF-2a block	TROY NFkB inh	KKLEB cytotox	NR2E3 ag-1	NR2E3 ag-2	TRPM1 prom inh	Shn3 3UTR inh	Peg3 promoter	CF NFkB block	TWEAK-Fn14 inh	C8 TRAIL sens
1: COc1ccccc1C(=O)Nc1ccnn1C1CCN(C(=O)C2CCOC2)CC1 (configuration not stated)
→ -25	-5	14	-28	-1	-14	-10	-26	-12	-7	-3
2: COc1cccc(CSc2nc3cc4c(cc3cc2C)OCCO4)c1
→ -46	11	-20	-12	1	4	8	7	15	15	0
3: COc1ccc(OC)c(NC(=O)COC(=O)CNC(=O)c2ccc(OC)c(OC)c2)c1
→ 20	-6	-6	-13	2	-15	-8	10	-4	-6	7
4: CCOC(=O)c1cc(NC(=O)CSc2nnc(CN3CCOCC3)n2C)ccc1Cl
→ 4	24	-1	-13	5	1	6	-5	-13	4	19
5: CCC(=O)c1c(NC(CC)CO)cc(C)oc1=O (configuration not stated)
→ 13	-3	8	-29	2	-3	11	9	0	-6	-8
6: CCC(C)NC(=O)C1c2cc(OC)c(OC)cc2C(=O)N(C)C1c1cccs1 (configuration not stated)
→ 12	4	5	-28	-1	2	3	5	-3	-13	-32
7: Cc1ccc(C(=O)c2ccc([N+](=O)[O-])cc2)cc1
→ -55	-5	2	-3	0	-11	-59	-51	-4	5	5
8: Cn1c2c(c(=O)n(C)c1=O)C(C(F)(F)F)(C(F)(F)F)N=C(C1CCCCC1)N2
→ 6	20	-13	-2	5	-23	-26	38	42	38	9
9: CN(C)CCCNc1nc(N)c([N+](=O)[O-])c(NCc2ccccc2)n1
→ 22	6	9	3	nt	4	-7	11	-9	-7	6
10: O=C(CSCc1ccc(Cl)cc1)N/N=C/c1ccc(OCC(=O)Nc2ccccc2)cc1
→ -18	27	8	-20	1	-19	12	-31	-16	-6	-16
11: COc1ccccc1NC(=S)NCCSc1ccc(C)cc1
→ 1	-20	-11	-2	6	-5	-13	-12	2	-11	2
12: CCN(CCNC(=O)C1CCC(=O)N1Cc1ccc(C)cc1)c1ccccc1 (configuration not stated)
→ 5	-1	-15	-20	1	-2	-6	-1	2	-3	1
13: Cc1c(C(=O)N2CCOCC2)sc(NC(=O)c2ccc([N+](=O)[O-])cc2)c1C#N
→ 4	2	-1	-33	3	3	7	8	-2	40	2
14: O=C(NCc1c(F)cccc1F)c1cc(COc2c(F)cccc2F)on1
→ -129	-37	4	89*	3	-19	-7	-94	10	-10	-3
15: CCc1nc(SCC(=O)N2CCN(C(=O)c3ccco3)CC2)c2c3c(sc2n1)CCCC3
→ 3	-6	6	-11	2	16	6	27	0	9	-2

2 entries from above, reformatted:
13. Cc1c(C(=O)N2CCOCC2)sc(NC(=O)c2ccc([N+](=O)[O-])cc2)c1C#N
7. Cc1ccc(C(=O)c2ccc([N+](=O)[O-])cc2)cc1

compound no.	13	7
HIF-2a block	4	-55
TROY NFkB inh	2	-5
KKLEB cytotox	-1	2
NR2E3 ag-1	-33	-3
NR2E3 ag-2	3	0
TRPM1 prom inh	3	-11
Shn3 3UTR inh	7	-59
Peg3 promoter	8	-51
CF NFkB block	-2	-4
TWEAK-Fn14 inh	40	5
C8 TRAIL sens	2	5

(listing goes on)
Below each compound: HIF-2a block	TROY NFkB inh	KKLEB cytotox	NR2E3 ag-1	NR2E3 ag-2	TRPM1 prom inh	Shn3 3UTR inh	Peg3 promoter	CF NFkB block	TWEAK-Fn14 inh	C8 TRAIL sens
16: O=C(O)CC1Sc2nnc(COc3ccc(Cl)cc3)n2N=C1c1ccccc1 (configuration not stated)
→ 4	-24	14	-5	-1	3	-28	15	6	7	0
17: CC(C)(C)c1cc(OC(=O)C2CCCC2)ccc1O
→ 4	-4	0	0	2	-3	7	-3	6	15	-11
18: COC(=O)C1(Cc2cc(-c3cccc(Br)c3)no2)CCN(C(=O)OC(C)(C)C)CC1
→ -4	4	2	-6	1	10	-18	9	20	-9	7
19: Cc1ccc2c(c1)N(Cc1ccccc1)C(=O)C(C)O2 (configuration not stated)
→ 3	-5	-11	-15	nt	nt	20	3	15	-10	-3
20: COCCNCCCOc1ccc(Cl)cc1Br
→ -6	-7	6	-9	0	-4	-6	-10	8	28	1
21: CCn1nnnc1SCC(=O)c1ccc(NC(C)=O)cc1
→ -41	-28	-8	14	2	7	-3	-20	-5	2	-16
22: Cc1ccc(CNCc2cc(Cl)ccc2O)cc1
→ -33	-8	12	-6	-2	-25	-9	-77	-2	-15	-4
23: Cc1c(NC(=S)NC(=O)C(c2ccccc2)c2ccccc2)cccc1C(=O)O
→ 12	2	6	-2	1	8	-5	-2	8	2	0
24: COc1ccccc1Cc1c(C2CCCCC2)nc2c3ccccc3ccn12
→ -13	-28	nt	24	nt	nt	nt	nt	nt	17	-7
25: O=C(Cn1nnc(-c2ccccc2)n1)NC1CCS(=O)(=O)C1 (configuration not stated)
→ 18	-2	-13	-24	2	-12	-4	-2	-2	6	10
26: Cc1cc(NC(=O)CSc2ccc3nnc(-c4cccc(F)c4)n3n2)no1
→ -4	1	-4	-1	-2	11	-8	1	-18	14	-27
27: O=C(Nc1nnc(-c2ccccc2)s1)c1cc(S(=O)(=O)N2CCOCC2)c(Cl)cc1Cl
→ -8	61*	-8	2	-3	-2	-1	4	-14	-55	29
28: O=C(Nc1cccc(NS(=O)(=O)c2ccc(S(=O)(=O)NC3CC3)cc2)c1)c1ccccn1
→ 7	0	4	2	2	-6	6	13	-7	7	19
29: CN1CCC(=O)N(CCSc2ccc(Br)cc2)CC1
→ -82	-26	17	-30	1	-33	-14	-56	-7	-6	-13
30: COc1ccc(CCNC(=O)CCn2cccc2)cc1OC
→ 13	-16	-5	-9	-5	4	-56	-23	10	-9	-11
31: COc1ccc(-n2nc(C(=O)NCC(=O)NCCCN3CCN(C)CC3)c3ccccc3c2=O)cc1OC
→ 4	4	8	-20	4	nt	-3	-6	-26	21	0
32: Cc1ccc2c(c1)-c1nc3ccccc3cc1C2=NC1CCCCC1
→ -242	-54	8	-93	-1	-30	-61	-143	-20	37	51*
33: COc1ccc(CN(C(=O)c2cccs2)c2ccccc2C(=O)O)cc1
→ 10	9	19	9	-2	-3	-7	16	-11	1	-22
34: COc1cc(C2C=C(c3cccs3)Nc3ncnn32)cc(OC)c1OC (configuration not stated)
→ 18	17	-7	2	nt	-14	-29	10	-1	-25	-17
35: CC(C)(C)NC(=O)CN(C(=O)CCC(=O)Nc1nccs1)c1ccc(F)cc1
→ 14	-9	-5	-55	-3	2	10	15	6	-6	-7
36: CN1C(=S)SC2CS(=O)(=O)CC21 (configuration not stated)
→ 19	1	-5	-18	-9	nt	-13	10	-16	3	10
37: COc1ccc(NCC(=O)Nc2cc(S(=O)(=O)N3CCOCC3)ccc2N2CCOCC2)c(OC)c1
→ 9	11	-3	-10	0	10	-14	0	0	-3	8
38: O=C(CSc1nccc(=O)[nH]1)NCc1ccc(Cl)cc1
→ 2	-17	-1	-4	0	-4	8	-2	12	-16	1
39: O=C1CN(C(=O)CNC(=O)c2ccccc2Cl)c2ccccc2N1
→ 11	0	2	-3	2	-10	9	-12	4	6	-7
40: COC(=O)c1nn(-c2ccc(OC)cc2)c(=O)cc1Oc1ccccc1
→ 9	15	5	6	-1	9	-25	0	9	16	-2
41: CCOC(=O)C(C)Oc1ccc(=O)n(-c2ccccc2)n1 (configuration not stated)
→ -6	-15	-7	-23	-3	13	10	24	4	2	7
42: CN(C)c1ccc(N=Nc2ccc(S(N)(=O)=O)cc2)cc1
→ -246	-21	7	-132	3	-71	-88	-235	-14	15	17
43: CCOC(=O)C1=C(CNCc2ccccc2Cl)NC(=O)NC1c1cccc([N+](=O)[O-])c1 (configuration not stated)
→ 13	6	6	19	-2	5	-4	12	2	1	-24
44: COc1ccc(C[C@@H]2CN3C(=NC[C@@H]3C)N2C[C@H](C)NC(=O)CCC2CCCCC2)cc1
→ 13	0	-1	-23	-1	-18	22	-6	-5	-6	4
45: Cn1c(=O)c(/C(N)=N/OC(=O)c2ccccc2)cn(-c2ccccc2)c1=O
→ 16	13	-9	-9	1	-3	-11	11	-3	-8	-3
46: O=S(=O)(Nc1nnc(C2CCCCC2)s1)c1ccc(F)cc1
→ 2	-24	2	-15	3	-8	20	11	1	-3	-9
47: O=c1c2ccccc2nnn1COc1ccc(Cl)cc1Br
→ -115	-92	-6	-20	1	-31	-8	-74	15	-31	4
48: COc1ccc(NC(=O)Cn2c(CCC(=O)O)ccc2-c2ccccc2)cc1
→ 13	-3	5	-3	-6	0	-18	-1	-22	3	0
49: O=C(NCCCn1ccnc1)c1ccc(-c2cccc(Cl)c2Cl)o1
→ -56	-2	-2	-19	nt	-12	15	-30	3	-5	2
50: CC(C)=CCN1CCN(Cc2ccoc2)CC1CCO (configuration not stated)
→ 11	-6	-6	-18	-3	-12	-6	8	-3	11	13
51: O=C(c1ccoc1)N1CCCC(Nc2ccc(F)c(F)c2)C1 (configuration not stated)
→ -14	15	2	-7	0	2	2	-11	11	-3	-9
52: Cc1cccc(CS(=O)(=O)c2ncc(Cl)c(C(=O)NCc3ccccc3)n2)c1
→ 69*	63*	-26	9	0	87*	95*	97*	86*	97*	-14
53: COC(=O)c1ccc(-n2c(C)cc(C(=O)CCl)c2C)cc1
→ 33	10	-37	-28	-1	87*	33	82*	10	15	-17
54: CCC(C)(C)NC(=O)C(c1ccc(OC)cc1)N(C(=O)CCC(=O)Nc1cc(C)on1)C(C)(C)C (configuration not stated)
→ 8	22	2	-1	2	4	-6	5	6	21	5
55: COc1ccc(C(=O)NC2=NCCS2)cc1S(=O)(=O)N1CCCCC1C (configuration not stated)
→ 12	16	7	-10	-1	1	7	5	-13	-1	-6
56: Cc1ccc(N2C(=O)N3[C@H](c4ccc(Br)cc4)[C@@H]4C(=O)N(C(C)(C)C)C(=O)[C@@H]4[C@]3(C)C2=O)cc1
→ 2	-2	11	-19	1	-5	1	6	-8	3	5
57: Cc1ccc(NC(=O)CSc2nc3ccccc3c(=O)[nH]2)cc1[N+](=O)[O-]
→ -11	15	-13	56	nt	17	18	3	-4	-14	0
58: CN1C[C@@H]2[C@@H]3C(=O)N(Cc4ccccc4)C(=O)[C@@H]3[C@](C)(C1=O)N2C(=O)c1ccccc1
→ 2	6	8	-14	nt	9	-1	6	5	-3	1
59: CCOC(=O)C(=O)Cc1cccnn1
→ -1	-4	-12	1	nt	6	16	9	20	-6	10
60: CCOc1ccc(NC(=O)CN(C)CC(=O)Nc2ccc(F)c(F)c2F)cc1OCC
→ 17	13	1	4	-3	2	-13	18	-19	3	2
61: CC(C(=O)N1CCc2ccccc21)N(C)CC(=O)Nc1cccc(F)c1 (configuration not stated)
→ 9	2	-2	0	-1	8	19	6	10	-9	8
62: CC(C(=O)N1CCCC1)N1CCN(c2ccccc2O)CC1 (configuration not stated)
→ 3	-7	2	-23	4	-6	-7	8	3	14	-6
63: CC(C)C(=O)N1CCN(c2ccccc2NC(=S)NC(=O)Cc2ccccc2)CC1
→ 3	-4	-14	-49	1	10	10	25	5	20	10
64: CCCN(C(=O)c1nc2nccc(C)n2n1)c1c(N)n(Cc2ccccc2)c(=O)[nH]c1=O
→ 8	5	11	0	6	3	-10	16	-60	6	7
65: CCCCCC(=O)Nc1c2c(nc3ccccc13)CCC2
→ 20	15	-5	-1	-1	1	6	13	10	-2	11

The list is partial; rates above refer to the full screens.
